# JMJD2C inh – blocks human GASC-1 demethylase activity; Q9H3R0; GST-JMJD2C(1-420) H3K9me3 demethylation, DELFIA europium; inhibition, % at 2.35 µM; 330,000 tested, 0.069% active;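 active means more than half of a compound's replicate wells show inhibition beyond 50%, single wells judged on their own value; inconclusive means some, but no more than half, of replicates pass 50% inhibition; inactive means no replicate passes 50% inhibition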;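 further: signal counts dimethyl H3K9 product captured on neutravidin plate; 0% = median of DMSO wells and 100% = 0.3 times that DMSO median; strong numbers were not always called active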
# Target sequence (Q9H3R0 1-420 limits assumed): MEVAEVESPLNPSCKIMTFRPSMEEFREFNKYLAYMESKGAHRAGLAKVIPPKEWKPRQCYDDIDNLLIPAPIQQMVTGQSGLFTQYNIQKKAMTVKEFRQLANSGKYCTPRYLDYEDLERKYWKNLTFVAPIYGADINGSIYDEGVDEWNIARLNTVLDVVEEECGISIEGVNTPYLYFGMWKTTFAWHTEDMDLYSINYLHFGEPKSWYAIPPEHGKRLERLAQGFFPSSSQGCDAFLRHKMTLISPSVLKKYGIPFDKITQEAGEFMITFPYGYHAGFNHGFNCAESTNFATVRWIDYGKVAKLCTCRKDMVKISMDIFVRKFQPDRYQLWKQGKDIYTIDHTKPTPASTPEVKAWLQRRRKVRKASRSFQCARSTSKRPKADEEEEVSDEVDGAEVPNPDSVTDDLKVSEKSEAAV
# procasp3 activ – procaspase-3 (human) activation | 330,000 tested, 0.11% active | activation, % at 8.5 µM | AID 463141 | recombinant procaspase-3 D3A, Ac-DEVD-pNA absorbance 405 nm | P42574;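 active means activation above the mean of all tested compounds plus 3 SD, cut at about 21% in these data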;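 further: 0% = DMSO alone and 100% = DMSO wells spiked with extra 5 µM PC-3 D3A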
# Target sequence (P42574 whole entry D9A/D28A/D175A): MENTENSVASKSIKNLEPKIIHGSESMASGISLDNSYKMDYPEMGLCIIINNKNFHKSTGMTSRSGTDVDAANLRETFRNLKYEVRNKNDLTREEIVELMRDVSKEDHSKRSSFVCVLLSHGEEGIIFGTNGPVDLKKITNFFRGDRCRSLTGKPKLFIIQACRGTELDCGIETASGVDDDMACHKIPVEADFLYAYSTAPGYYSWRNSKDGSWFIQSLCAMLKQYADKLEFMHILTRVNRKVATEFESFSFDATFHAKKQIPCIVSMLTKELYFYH
#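 Assay system – Procaspase-3 D3A mutant · Benchmarks – DMSO low control, extra-enzyme high control · Technique – 405 nm absorbance of p-nitroaniline, reads at 0 and 120 min · Doses – 8.5 µM nominal · Measure – % activation between DMSO and enzyme-spiked controls · Also added – Ac-DEVD-pNA chromogenic peptide substrate · Schedule – 1 h compound preincubation, 2 h substrate hydrolysis at 25 °C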
# MEP2-GFP yeast – yeast TOR pathway MEP2-GFP modulation; S. cerevisiae MEP2-GFP strain, flow cytometry GFP, 3 h; 100% = DMSO control level; GFP response vs DMSO, % at 10 µM; 330,000 tested, 0.51% active; AID 2016;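 active means GFP response versus DMSO above a set limit, roughly screen mean plus 3 SD, cut at about 180% in these data; inconclusive means fewer than 70 cells counted for a yeast strain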;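 further: median GFP fluorescence of the barcode-gated MEP2-GFP cells per well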
# proCasp7 act – counter-screen for procaspase-3 activators: activators of human procaspase-7; recombinant procaspase-7, Ac-DEVD-pNA absorbance 405 nm; D23A/D198A/D206A triple mutant, cannot self-cleave; scale: DMSO 0, 5 µM enzyme 100; activation, % at 8.5 µM; 330,000 tested, 0.093% active;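 active means percent activation above the screen-wide mean plus 3 SD, cut at about 25% in these data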
# Target sequence (P55210 whole entry D23A/D198A/D206A): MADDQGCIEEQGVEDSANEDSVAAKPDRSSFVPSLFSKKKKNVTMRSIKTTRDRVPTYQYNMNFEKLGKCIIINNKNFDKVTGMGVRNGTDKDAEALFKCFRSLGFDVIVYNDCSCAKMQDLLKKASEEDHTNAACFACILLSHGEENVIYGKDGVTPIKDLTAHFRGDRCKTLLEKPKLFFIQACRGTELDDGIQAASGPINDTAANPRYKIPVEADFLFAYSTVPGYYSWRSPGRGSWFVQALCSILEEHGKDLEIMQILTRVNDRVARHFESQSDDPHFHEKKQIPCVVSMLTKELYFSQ
#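 Material: Procaspase-7 triple mutant (PC-7 D3A) | Quantity: 2 µM procaspase-7 mutant as dispensed | Reagent: DEVD-pNA substrate | Times: 1 h preincubation, 2 h reaction | Technique: 405 nm absorbance of p-nitroaniline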
# Yeast superoxide – yeast age-related superoxide inhibition as caloric restriction mimetic; AID 2690; 330,000 tested, 0.18% active; superoxide response (% of plate mean), % at 10 µM; S. cerevisiae aged cells, superoxide DHE fluorescence; active compounds read low;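 active means superoxide response under a set limit, about three screen SD below normal, cut at about 65% in these data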;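 further: yeast aged for seven days with compound at 30 °C before DHE staining; 100% = average MFI of all compound-treated wells on the plate with controls excluded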
# AHR activator – activators of human aryl hydrocarbon receptor; AID 2796; 320,000 tested, 2.5% active; AHR-responsive luciferase reporter cells, luminescence; activation, % at 5 µM; in the data active means activation above about 47%;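 further: 0% = vehicle wells and 100% = reference agonist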
# LAP4-GFP MLPCN – yeast TOR pathway LAP4-GFP modulation; S. cerevisiae LAP4-GFP multiplex, flow cytometry GFP, 3 h; median GFP as percent of DMSO wells; GFP response vs DMSO, % at 10 µM; 320,000 tested, 0.34% active; AID 2023;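 active means GFP response vs DMSO above a set limit, about the screen mean plus 3 SD, cut at about 150% in these data; inconclusive means under 70 cell events counted for the yeast strain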
# RPL19A-GFP yeast – modulators of TOR pathway RPL19A-GFP in S. cerevisiae. 330,000 tested, 0.3% active. percent response vs DMSO, % at 10 µM. S. cerevisiae RPL19A-GFP strain, flow cytometry, 3 h; active compounds read low;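 active means percent response vs DMSO below 50%; inconclusive means fewer than 70 events counted for the yeast strain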;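 further: median channel GFP fluorescence of the barcoded RPL19A-GFP strain; ratio of sample median GFP to plate DMSO average so 100% = DMSO; lower means less RPL19A-GFP as with rapamycin TOR inhibition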
# Active calls of the source: *; u = inconclusive; x = no result given; & = joins results of further samples.
SMILES,JMJD2C inh,procasp3 activ,MEP2-GFP yeast,proCasp7 act,Yeast superoxide,AHR activator,LAP4-GFP MLPCN,RPL19A-GFP yeast
COc1ccc(N(CC(=O)Nc2ccc(C(C)C)cc2)S(=O)(=O)c2c(C)noc2C)cc1,-17.9,4.6,114.8,-1.0,112.6,5.8,98.8,103.1
Cc1ccc(C(=O)COC(=O)c2cnccn2)cc1,-0.7,14.1,96.9,4.5,101.0,2.0,104.0,96.2
COc1ccccc1CC(=O)NCCc1c[nH]c2ccccc12,x,-0.4,98.0,-7.7,101.2,6.5,90.8,96.0
Cc1cccc(C(=O)NNS(=O)(=O)c2ccccc2[N+](=O)[O-])c1,1.4,-3.8,99.6,-3.0,96.8,14.7,103.9,100.5
CCN1CCN(C(c2cccs2)C(C)NS(=O)(=O)c2ccc(F)cc2)CC1 (stereo unspecified),25.2,1.1,94.7,16.3,113.7,0.0,99.4,93.1
O=C(NCCCNCc1ccccc1)c1ccc(/C=N/O)nc1,5.0,3.2,97.4,8.1,100.8,-1.5,88.2,101.0
O=C(Nc1ccncc1)c1ccccc1-c1ccccc1,-8.4,5.1,97.8,-9.7,103.0,-0.6,97.6,98.8
COc1ccc(NC(=O)Nc2cc(C)ccc2F)cc1OC,-5.6,5.2,98.3,-10.3,90.3,52.4*,91.3,102.3
Cc1ccc(NC(=O)CSCC(=O)NNC(=O)c2ccoc2C)cc1,0.9,-5.8,104.0,-2.4,85.0,1.1,104.5,98.8
O=C(COc1ccccc1Cl)NCCCNC(=O)c1ccccn1,6.8,-7.6,104.2,3.4,95.8,-0.2,90.2,106.0
Cc1ccc(-c2[nH]ncc2/C=C(\C#N)C(=O)NC2CCCCC2)cc1,-0.8,2.9,102.0,-9.4,89.9,18.3,103.0,96.4
C(=N\c1nc2ccccc2n1CCN1CCOCC1)/c1cccs1,-3.2,7.8,106.4,7.7,93.5,7.6,104.7,106.6
COc1ccc(S(=O)(=O)NCC(=O)N(CC(=O)NCc2ccccc2)Cc2ccco2)cc1,6.5,-8.0,89.9,-3.4,107.5,-0.9,92.9,96.3
N#CCOc1nc(N2CCCCC2)nc(N2CCCCC2)n1,9.4,-2.4,105.0,4.3,102.0,4.9,91.0,107.5
Cc1cccc(Cn2c(Sc3nc(C)cs3)nc3c2c(=O)[nH]c(=O)n3C)c1,-4.1,0.3,102.5,1.5,101.2,-0.8,107.2,96.0
O=C1CN(c2nc(-c3ccccc3)c3ccccc3n2)c2ccccc2N1,-1.1,-0.3,98.5,4.1,121.7,61.1*,92.2,103.4
O=C(CNCc1ccccc1Cl)Nc1cc(S(=O)(=O)N2CCOCC2)ccc1Cl,-6.9,3.4,105.0,7.9,102.4,0.2,98.8,97.2
COc1ccc(S(=O)(=O)N2CCCOC2CNC(=O)C(=O)NCCc2ccco2)cc1OC (stereo unspecified),-5.6,4.2,83.4,8.8,109.1,2.9,82.0,98.0
COc1cc(O)c(C(CCN2CCN(c3ccccc3)CC2)c2cc(OC)c(OC)c(OC)c2)c(OC)c1 (stereo unspecified),0.8,1.4,x,0.2,x,-0.9,x,x
COCON1C(=O)CN(C(C)=O)C1c1ccc(Cl)cc1Cl (stereo unspecified),3.5,-2.2,97.5,1.6,93.4,-4.0,95.6,101.2
COc1cc(/C=C(/C#N)C(=O)c2c(C)[nH]c3ccccc23)ccc1OCC#N,-0.3,2.5,110.7,2.3,92.7,8.9,103.9,105.8
CN1C(=O)[C@H]2[C@@H](/C=C/c3ccccc3)N3C(=O)CN(Cc4ccc(-c5ccccc5)cc4)C(=O)[C@@]3(C)[C@H]2C1=O,6.7,2.0,89.0,-5.6,110.1,1.7,89.8,88.3
Cc1ccc(N2CCN(C(=O)c3ccccc3NC(=O)c3ccccc3C(=O)O)CC2)cc1,-3.2,-8.1,98.2,7.7,92.2,9.6,110.8,89.8
O=C(Cn1cnc2c(cnn2-c2ccccc2)c1=O)NCc1ccccc1,-11.3,6.8,100.0,1.1,107.9,2.0,102.5,95.7
COc1ccc(C(=O)Nc2ccc3ccccc3n2)c(OC)c1OC,-8.0,6.7,110.6,1.5,102.8,2.7,101.8,101.9
CC(C)(C)OC(=O)NCCCCCNC(=O)c1ncn(Cc2ccccc2)c1C(=O)NCCCCCNC(=O)OC(C)(C)C,-0.6,-4.7,92.0,-4.1,89.8,2.0,86.4,109.8
COc1ccc(NC(=O)C(c2ccccc2)N(C)C(=O)CNC(C)=O)cc1 (stereo unspecified),12.5,10.9,99.0,11.5,112.1,0.8,104.3,96.9
Cc1csc2ncc(C(=O)N3c4ccccc4CC3C)c(=O)n12 (stereo unspecified),6.0,-0.6,100.4,-7.8,116.7,18.6,113.0,102.5
Cc1cc(C)c[n+](-c2nc3ccccc3nc2C(=C=[N-])C#N)c1,5.7&1.8,2.1&-3.3,113.6&99.8,-0.7&0.6,126.8&113.3,-2.4&5.9,94.1&100.4,113.2&101.1
O=c1[nH]c2ccccc2cc1CN(Cc1ccco1)S(=O)(=O)c1ccc(F)cc1,22.4,-5.6,105.5,-4.1,97.8,-0.3,97.8,99.2
COC(=O)Nc1cccn(Cc2c(Cl)cccc2Cl)c1=O,-0.6,4.9,97.4,1.3,108.2,2.6,97.8,95.7
COc1cc(OC)cc(C(=O)N[C@H](C(=O)OCC(=O)Nc2cccc(F)c2)C(C)C)c1,-3.1,7.8,104.9,-2.2,102.9,-0.7,95.5,97.8
COc1ccc2c(C(=O)CCl)c[nH]c2c1,-0.1,0.4,89.3,-10.2,111.9,38.6,97.5,97.6
O=C(CN1CCN(Cc2ccccc2)CC1)Nc1ccccc1,14.4,2.4,107.4,-4.8,92.1,-1.2,87.6,102.1
CCSc1nc(N2CCCCC2)c2c(c1C#N)CCCC2,5.7,7.5,108.5,-1.9,92.1,0.5,97.1,100.7
NNC(=O)COc1ccc(-c2nccc(-c3ccc(F)cc3)n2)cc1,-1.0,-2.9,105.3,8.8,98.4,-4.5,88.6,104.4
Cc1cccc(C2Nc3ccccc3C(=O)N2c2ccccc2)n1 (stereo unspecified),4.2,-2.1,100.7,-5.2,113.5,9.5,96.4,99.9
O=C(COC(=O)/C=C/c1ccc(Cl)cc1)Nc1ccc2[nH]c(=O)[nH]c2c1,-1.0,-9.0,106.7,10.5,103.0,2.7,100.4,101.6
CN1C(=O)/C(=C/c2cccc(Cl)c2)Sc2ccc(C(=O)N3CCCC3)cc21,4.9,-4.7,102.7,-7.8,114.8,-3.8,107.4,96.3
O=[N+]([O-])c1ccc2c(c1)Nc1nc3ccccc3nc1N2,-0.9,5.2,108.2,-1.0,61.2*,36.9,88.1,72.6
C=CCOC(=O)Nc1c(C(=O)OC)[nH]c2ccc(Cl)cc12,1.7,-5.5,94.0,12.6,98.8,12.8,105.3,x
CCOc1ccc([N+](=O)[O-])cc1CNC1CCCCCCC1,1.4,-7.5,108.4,1.1,101.5,2.1,100.0,112.6
Cc1cccc(NC(=O)C2CCCN(C(=O)Nc3ccc(F)cc3)C2)c1 (stereo unspecified),3.5,11.4,103.6,5.6,87.5,1.2,95.8,96.7
O=C(COc1c(Cl)cccc1Cl)Nc1ccccc1N1CCCC1,12.8,0.0,93.8,5.5,102.8,-0.6,97.9,97.5
CCCC(=O)Nc1ccc(Sc2ccc([N+](=O)[O-])cc2)cc1,9.1,8.7,97.7,5.2,91.1,0.5,111.8,89.8
CC(=O)c1ccc(NC(=O)CCCN2C(=O)C(c3ccccc3)Oc3cccnc32)cc1 (stereo unspecified),-0.2,4.8,96.9,-0.7,115.5,1.0,95.9,98.2
CC(=O)c1cccc(OCC(O)CN2CCN(C(=O)c3ccco3)CC2)c1 (stereo unspecified),-17.6,5.0,104.2,7.9,99.3,-1.9,89.5,102.1
CCOc1ccccc1C(C(=O)NC1CCCC1)N(Cc1ccco1)C(=O)CNC(=O)c1ccco1 (stereo unspecified),-17.5,-1.9,88.6,-1.2,109.0,-0.4,85.4,93.7
CCN1CC(CN(C)Cc2cn(-c3cccc(C)c3)nc2-c2cccc(F)c2)CC1=O (stereo unspecified),2.9,2.9,91.8,0.2,105.6,4.8,105.0,97.0
CCNc1nc(NC(C)C)nc(OCCOC(=O)Nc2ccccc2)n1,4.4,-7.3,90.9,6.9,97.8,1.2,86.9,94.2
C/C(=N/NC(=O)CNC(=O)COc1cccc(C)c1)c1ccc(Cl)cc1,-17.6,2.0,95.0,-7.3,97.3,0.5,95.8,99.3
COc1ccc2c(C)c(CCC(=O)NCCCN3CCCC3=O)c(=O)oc2c1C,x,5.8,109.4,9.2,115.5,2.5,98.7,97.1
CCOC(=O)C1=C(C)Nc2ncnn2C1c1ccccc1F (stereo unspecified),-5.8,-2.7,100.2,14.2,93.3,0.9,96.8,96.7
CCOC(=O)c1c(NC(=O)c2cccs2)sc2c1CCC2,17.6,-3.3,109.7,6.5,92.0,2.4,98.7,95.7
CCC(C)(C(=O)NC1CCCC1)N(C)C(=O)c1ccccn1 (stereo unspecified),u,0.4,99.9,5.4,95.0,-0.5,106.9,98.4
CC(Sc1nc2nn(-c3ccccc3)c(=O)c-2c2n1CCCCC2)C(N)=O (stereo unspecified),6.4,1.1,98.1,-9.2,89.7,-2.4,92.5,95.6
O=C(C1CC(=O)N(c2ccc(Cl)cc2)C1)N1CCCCCC1 (stereo unspecified),-2.6,3.4,96.8,-3.6,101.5,2.7,95.4,91.1
CC1(C)S[C@@H]2[C@H](N=CN3CCCCCC3)C(=O)N2[C@H]1C(=O)O,7.1,6.2,94.9,-19.2,96.7,-0.8,98.8,93.5
CCOC(=O)[C@@H]1[C@H]2COc3ccc(Br)cc3[C@@H]2N2C(=O)N(c3ccc(Cl)cc3)C(=O)[C@@]12C,5.3,-2.8,97.2,6.6,113.2,-0.1,88.0,91.9
COCCNC(=O)c1cccc(OC2CCN(Cc3ccc(C(=O)OC)cc3)CC2)c1,-4.6,-0.6,99.7,-1.5,102.5,-1.2,84.7,102.4
NC(=O)CN(c1ccccc1)C1SC(=O)N(Cc2ccccc2)C1=O (stereo unspecified),-6.1,-4.4,105.5,1.8,93.9,1.6,103.2,103.7

# A section from the list above, for reference:
SMILES,JMJD2C inh,procasp3 activ,MEP2-GFP yeast,proCasp7 act,Yeast superoxide,AHR activator,LAP4-GFP MLPCN,RPL19A-GFP yeast
CC1(C)S[C@@H]2[C@H](N=CN3CCCCCC3)C(=O)N2[C@H]1C(=O)O,7.1,6.2,94.9,-19.2,96.7,-0.8,98.8,93.5
CCOC(=O)[C@@H]1[C@H]2COc3ccc(Br)cc3[C@@H]2N2C(=O)N(c3ccc(Cl)cc3)C(=O)[C@@]12C,5.3,-2.8,97.2,6.6,113.2,-0.1,88.0,91.9
COCCNC(=O)c1cccc(OC2CCN(Cc3ccc(C(=O)OC)cc3)CC2)c1,-4.6,-0.6,99.7,-1.5,102.5,-1.2,84.7,102.4
NC(=O)CN(c1ccccc1)C1SC(=O)N(Cc2ccccc2)C1=O (stereo unspecified),-6.1,-4.4,105.5,1.8,93.9,1.6,103.2,103.7
